Source: PubChem BioAssay (several laboratories)
DSG3 Ab inh = human desmoglein-3 autoantibody binding inhibition | AID 588358 | DSG3-coupled beads, scFv-anti-DSG3-GFP binding, flow cytometry; active compounds read low | binding (percent of control), % at 10 µM | 310,000 compounds, 0.48% hits;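 active means binding more than 3 SD below its plate's average and above zero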;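 further: hits lower antibody fragment binding to DSG3; some compounds called inactive have numbers as strong as hits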
Wnt bcat act = Wnt/beta-catenin pathway activation; Wnt/beta-catenin reporter cell assay, activator, plate reader; activation, % at 9.35 µM; 300,000 compounds, 1.2% hits; AID 743398; in the data active means activation above about 30%, passing the limit was not always enough;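 further: 0% = neutral control wells and 100% = positive control wells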
Cardiac RTF inh = cardiac RTF calcium desensitization; inhibition, % at 7.15 µM; 340,000 compounds, 0.12% hits; IANBD-labeled cardiac RTF, Ca2+ fluorescence;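 active means inhibition above the mean inhibition of all tested compounds plus 3 SD, cut at about 17% in these data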;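 further: assay run at fixed EC70 calcium of 1.6 mM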
MOR-DOR ag = OPRM1-OPRD1 heterodimerization agonism. P35372+P41143. cells, luminescence. activation, % at 9.3 µM. 340,000 compounds, 0.3% hits. AID 504326; in the data active means activation above about 18%;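 further: 0% = vehicle-treated cells and 100% = reference agonist; values of inactives mirror those of a sister screen read the other way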
Arrestin-AP2 inh = inhibitors of human beta-arrestin and AP2 interaction. 340,000 compounds, 0.31% hits. inhibition, % at 10 µM. FITC-arrestin peptide / GST-AP2 beads, flow cytometry; AP2 beta2 appendage carries R879A mutation;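 active means inhibition above a set limit, near 3 SD of compounds lacking own fluorescence, cut at about 54% in these data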;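 further: plate controls were DMSO wells for no effect and 5 µM unlabelled arrestin peptide for full effect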
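Material – AP2 appendage R879A on GSH beads · Buffer or medium – PBS with 0.05% Tween 20 and 0.1% BSA · Probe or stimulus – fluorescein-tagged arrestin peptide at 50 nM final · Incubation – compound with beads 12 min RT, then probe 1 h RT · Detection – high-throughput flow cytometry of beads, ex 488, em 535 nm · Evaluation – percent response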
V-ATPase pHluor = alters yeast V-ATPase proton transport; AID 504577; response, % at 10 µM; S. cerevisiae, pHLuorin cytosolic pH fluorescence; 350,000 compounds, 0.37% hits; in the data active means response mostly above about 7.3%, no sharp cut-off; inactive means mostly below about 5.4%; further: actives read high; inactives centre near 0; some compounds called inactive have numbers as strong as hits; reference of the scale not given here
C-LANA FP = KSHV C-LANA DNA binding inhibition. MBP-C-LANA/FAM-LBS DNA binding, fluorescence polarization. inhibition, % at 9 µM. 340,000 compounds, 0.078% hits. AID 504423;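 active means highest replicate inhibition at or above 60% at 9 µM, even if other replicates fall short; inactive means all replicates below 60% inhibition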;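 further: 0% = neutral control wells and 100% = 4 µM acridine orange control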
RTF Ca sens act = cardiac RTF calcium sensitization; AID 493008; activation, % at 7.2 µM; P19429+P45379; 340,000 compounds, 0.24% hits; IANBD-labeled TnC RTF fluorescence at EC20 calcium; 0% EC20 calcium, 100% full calcium;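 active means activation above the mean over all tested compounds plus 3 SD, cut at about 30% in these data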;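 further: rise in fluorescence read as greater calcium sensitivity of cardiac thin filaments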
Keap1 Nrf2 FP = disrupts human Keap1 binding to Nrf2 peptide | 340,000 compounds, 0.15% hits | Keap1 Kelch-Nrf2 peptide fluorescence polarization, 1536-well | inhibition, % at 9.4 µM; in the data active means inhibition above about 12%;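 further: human Keap1 Kelch domain with fluorescein labeled Nrf2 9mer peptide probe; 0% = neutral control wells and 100% = peptide positive control; higher means more block of Keap1 binding to Nrf2 peptide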
Target sequence (Q14145 whole entry, looked up, the tested form may be a part): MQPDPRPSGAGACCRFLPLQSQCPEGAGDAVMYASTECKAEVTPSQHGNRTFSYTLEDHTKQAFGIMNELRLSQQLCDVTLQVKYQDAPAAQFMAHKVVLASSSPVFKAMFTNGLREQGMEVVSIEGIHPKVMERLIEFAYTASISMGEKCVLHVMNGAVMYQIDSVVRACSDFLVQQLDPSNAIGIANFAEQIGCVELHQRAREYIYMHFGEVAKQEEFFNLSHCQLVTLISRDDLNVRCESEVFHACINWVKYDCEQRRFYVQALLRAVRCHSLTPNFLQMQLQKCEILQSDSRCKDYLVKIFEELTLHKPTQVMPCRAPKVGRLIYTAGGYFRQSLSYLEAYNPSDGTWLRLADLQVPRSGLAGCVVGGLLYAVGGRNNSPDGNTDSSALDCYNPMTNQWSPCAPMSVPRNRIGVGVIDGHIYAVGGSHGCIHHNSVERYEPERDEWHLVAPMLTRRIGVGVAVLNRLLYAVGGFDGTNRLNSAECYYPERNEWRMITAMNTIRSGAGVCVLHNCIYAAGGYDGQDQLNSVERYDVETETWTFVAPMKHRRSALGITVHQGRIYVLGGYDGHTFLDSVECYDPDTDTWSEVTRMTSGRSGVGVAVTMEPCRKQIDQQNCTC
OPRM1-OPRD1 inv = mu-delta opioid heterodimer inverse agonism; cell-based MOR-DOR heterodimer luminescence; inhibition, % at 9.3 µM; 340,000 compounds, 0.21% hits; AID 504357; in the data active means inhibition above about 22%, passing the limit was not always enough;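 further: 0% = cells with DMSO and 100% = wells without cells with DMSO; values of inactives mirror those of a sister screen read the other way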
An asterisk follows results filed as active; . = no result given. The order is random; about 3.1% have a hit in one of these screens.

Value order: V-ATPase pHluor	DSG3 Ab inh	C-LANA FP	Cardiac RTF inh	Wnt bcat act	Arrestin-AP2 inh	OPRM1-OPRD1 inv	MOR-DOR ag	Keap1 Nrf2 FP	RTF Ca sens act
COc1ccc(C(=O)N/N=C(\C)c2ccc3c(c2)C2C=CCC2C(c2ccccc2)N3)cc1 (centres undefined)
  -2	72	-0.5	2	.	2	-15	2.8	-6	1
O=c1[nH]c2ccc(S(=O)(=O)N3CCC(Cc4ccccc4)CC3)cc2o1
  -2	105	-1.1	2	.	-74	-25	4.3	-2	-4
CC1CCc2ccc(F)cc2N1S(=O)(=O)c1cccs1 (centres undefined)
  0	124	-1.0	-1	.	4	-13	2.4	6	-1
COc1ccccc1NC(=O)Cn1cnc2c(nnn2-c2ccc(C)cc2)c1=O
  -3	101	0.1	-1	-2	22	14	-2.9	-4	-1
Cc1cc[n+](CCc2ccccc2)cc1C
  -8	103	0.2	-2	-1	22	8	-1.8	5	-12
CC(O)[C@H]1CC[C@H]2[C@@H]3CC[C@H]4C[C@@H](O)CC[C@]4(C)[C@H]3C(=O)C[C@]12C (some centres undefined)
  -2	101	-3.1	-15	0	-10	20	-3.5	-4	-4
CN(C)c1ccc(NC(=O)Nc2csc3ccccc23)cc1
  -3	93	0.5	.	9	24	.	.	-1	.
COc1ccc(C2=C(C)C(N3CCN(C(=O)c4ccco4)CC3)=NS2(=O)=O)cc1
  0	100	0.8	-4	0	-17	10	-2.0	0	-5
Clc1ccccc1-c1ncc2ccccn12
  -1	107	1.1	0	36*	-6	6	-1.4	0	2
CC1(C)CC(=O)C2(CC3=C(CC(C)(C)CC3=O)O2)C(=O)C1
  0	104	0.1	-4	.	1	13	-2.3	3	-2
CCCOc1cc(C)c(S(=O)(=O)n2nnc3ccccc32)cc1C
  0	97	-0.6	0	.	45	11	-2.0	4	-5
CCCCOc1ccc(Cl)cc1CSc1nnc(CC)n1N
  2	.	-2.3	-2	0	-3	10	-1.8	-5	4
CN1CCN(c2nc(-c3cccs3)cc(C(F)(F)F)n2)CC1
  -1	.	1.7	-17	.	-10	-34	5.7	-4	8
C[C@H](NC(=O)NC1CCCc2ccccc21)C(=O)O (some centres undefined)
  0	120	1.5	3	.	2	13	-2.3	-2	6
COc1ccccc1P(=O)(c1ccccc1)c1ccccc1
  -2	90	-0.1	-3	-2	-18	-4	0.8	0	-8
CC(Sc1nnc(-c2ccc(Cl)cc2Cl)n1Cc1ccccc1)C(=O)Nc1nccs1 (centres undefined)
  2	103	0.7	6	-11	4	-25	4.2	-1	-2
O=C(Nc1ccc(F)cc1)C1CCCN(S(=O)(=O)c2cccc3nonc23)C1 (centres undefined)
  0	.	-1.2	-59	-4	4	-7	1.1	-4	-2
Cc1cc(C)cc(OCc2nnc(SCC(=O)N3CCCCC3)o2)c1
  3	104	-1.1	-23	0	-1	15	-2.8	1	-4
O=C(O)c1cc(Cl)c(Cl)cc1C(=O)N1CCCC1
  -1	103	1.3	-7	.	14	-6	1.1	-4	2
COc1ccc(CNC(C)C(=O)Nc2ccc3ccccc3c2)cc1OC (centres undefined)
  1	93	-1.0	16	-5	-16	4	-0.8	-2	-3

Compound profiles (already shown). Order of values: V-ATPase pHluor	DSG3 Ab inh	C-LANA FP	Cardiac RTF inh	Wnt bcat act	Arrestin-AP2 inh	OPRM1-OPRD1 inv	MOR-DOR ag	Keap1 Nrf2 FP	RTF Ca sens act
O=C(O)c1cc(Cl)c(Cl)cc1C(=O)N1CCCC1 is listed with -1	103	1.3	-7	.	14	-6	1.1	-4	2
CC1(C)CC(=O)C2(CC3=C(CC(C)(C)CC3=O)O2)C(=O)C1 is listed with 0	104	0.1	-4	.	1	13	-2.3	3	-2

Next part.
Value order: V-ATPase pHluor	DSG3 Ab inh	C-LANA FP	Cardiac RTF inh	Wnt bcat act	Arrestin-AP2 inh	OPRM1-OPRD1 inv	MOR-DOR ag	Keap1 Nrf2 FP	RTF Ca sens act
O=C(O)c1nn(-c2ccccc2)nc1-c1nn(-c2ccccc2)nc1C(=O)O
  3	.	-1.2	-5	-6	-7	7	-1.1	0	-2
C[C@@H]1CN([C@@H](C)CO)C(=O)c2cc(NC(=O)C3CC3)ccc2O[C@@H]1CN(C)Cc1ccc(Cl)c(Cl)c1
  1	99	0.4	-6	-5	-2	0	0.0	-8	3
CCOc1ccc(CCNC(=O)CCc2c(C)nc3ncnn3c2C)cc1OCC
  1	87	-1.1	-4	19	16	10	-1.9	0	5
CC(=O)Nc1ccc(NC(=O)c2cc(-c3cc(C)c(C)cc3O)n[nH]2)cc1
  -4	100	0.7	-3	3	27	9	-2.0	3	-4
Cc1cc(C(=O)C(=O)NC(C)C)c(C)n1-c1ccc([N+](=O)[O-])cc1
  -3	108	1.2	-11	.	9	8	-1.5	-2	0
CCSC1=C(C#N)C(CC(C)C)C2=C(CCCC2=O)N1 (centres undefined)
  0	107	.	.	3	-5	.	.	.	.
Cc1c(-c2ccc(F)cc2)[n+](=O)c(-c2ccc(F)cc2)c(C)n1[O-]
  -7	.	-1.7	-9	-2	-5	15	-2.6	-2	-3
O=C(Nc1ccc(N2CCCCC2)c(Cl)c1)c1ncn[nH]1
  1	98	1.6	6	.	-15	11	-1.8	-1	-2
Cc1cccc(N2CN(Cc3ccco3)CNC2=S)c1C
  1	125	-2.7	1	.	15	-8	1.4	0	1
O=C(N=C1SC2CS(=O)(=O)CC2N1c1ccc(F)c(Cl)c1)C1CCCO1 (centres undefined)
  5	98	-0.3	0	1	-1	12	-2.2	-4	-4
CCOC(=O)COc1cc2c(C(=O)OCC)c(C)oc2cc1Br
  5	93	-0.5	-4	.	1	-22	4.3	-1	-2
CCCCCC(C)NC(=O)c1ccoc1C (centres undefined)
  3	105	1.9	-5	-1	-2	-8	1.3	-5	11
Clc1nc2c(-c3ccccc3)nnn2c2ccccc12
  -4	100	1.7	-17	0	3	-1	0.2	0	-5
CCCn1c(SCC(=O)O)nc2ccccc21
  -4	97	-0.1	-5	3	22	-1	0.1	1	2
COc1ccccc1NC1=NC(c2ccc(Cl)cc2)N=C(N)N1 (centres undefined)
  0	99	-0.4	-4	.	4	7	-1.3	3	-1
COc1cc(/C=C2\SC(=S)N(CCC(=O)NCCc3ccccc3)C2=O)cc(OC)c1OC
  1	112	0.4	2	-4	2	14	-2.3	-7	-3
CC=Cc1cc2c(c(=O)o1)C(=O)C(O)C(C)O2 (centres undefined)
  -2	98	-1.4	-2	1	5	10	-2.4	-1	-3
CC(Oc1cccc(Cl)c1)C(=O)NC1CC(C)(C)NC(C)(C)C1 (centres undefined)
  -1	100	-1.6	-6	-5	-1	7	-1.4	2	-4
CCN(Cc1ccccc1)Cc1cc(OC)cc(OC)c1
  4	92	2.2	10	.	9	-30	6.0	-4	0
CCCc1[nH]n(-c2nc3ccccc3s2)c(=O)c1C=NCCCN(CC)CC
  -2	103	-1.8	-6	0	-5	11	-2.1	-6	4

The final five records of the part above lead into the next.
Value order: V-ATPase pHluor	DSG3 Ab inh	C-LANA FP	Cardiac RTF inh	Wnt bcat act	Arrestin-AP2 inh	OPRM1-OPRD1 inv	MOR-DOR ag	Keap1 Nrf2 FP	RTF Ca sens act
COc1cc(/C=C2\SC(=S)N(CCC(=O)NCCc3ccccc3)C2=O)cc(OC)c1OC
  1	112	0.4	2	-4	2	14	-2.3	-7	-3
CC=Cc1cc2c(c(=O)o1)C(=O)C(O)C(C)O2 (centres undefined)
  -2	98	-1.4	-2	1	5	10	-2.4	-1	-3
CC(Oc1cccc(Cl)c1)C(=O)NC1CC(C)(C)NC(C)(C)C1 (centres undefined)
  -1	100	-1.6	-6	-5	-1	7	-1.4	2	-4
CCN(Cc1ccccc1)Cc1cc(OC)cc(OC)c1
  4	92	2.2	10	.	9	-30	6.0	-4	0
CCCc1[nH]n(-c2nc3ccccc3s2)c(=O)c1C=NCCCN(CC)CC
  -2	103	-1.8	-6	0	-5	11	-2.1	-6	4
Cn1c(-c2ccccc2)cc(=O)c2ccccc21
  0	.	-2.5	-2	-6	14	22	-4.7	2	1
O=C(Cn1c(NCCO)nc2ccccc21)c1ccc(Cl)cc1Cl
  -3	92	1.2	-2	2	-2	2	-0.4	-1	-4
Cc1sc(N2CCN(S(=O)(=O)c3ccc4c(c3)NC(=O)CO4)CC2)nc1-c1ccccc1
  1	97	-2.0	-3	0	35	-19	3.6	0	-7
O=C(Nc1ccc2c(c1)CCC2)c1ccc(F)cc1
  -3	98	-0.5	-12	18	-1	-11	1.7	7	-3
CC/C(=N\NC(=O)c1c(C)nc2ccccn12)c1ccc(Cl)cc1
  3	100	-0.3	0	1	7	-3	0.5	-2	3
CC(=NCC1CCCO1)C1=C(O)CC(C)(C)CC1=O (centres undefined)
  3	115	-1.5	-13	.	-2	16	-3.2	-2	4
Clc1ccc(CN2CCSCC2)cc1Cl
  0	106	0.3	-3	-3	-1	-4	0.9	0	9
CC(C)(C)NCC(=Cc1ccccc1)C(=O)c1ccccc1
  -5	.	-0.4	1	-9	-10	20	-4.1	-11	3
CCOC(=O)N1CCC2(CC1)C(C#N)=C(N)OC1=C2C(=O)CC(C)(C)C1
  -4	104	0.2	-4	.	9	-9	1.6	0	-13
Cc1c(Cl)cccc1NC(=O)NC1CCCCC1
  0	.	-0.7	-5	.	-5	-13	2.3	-3	6
CCC(=O)N1CCc2cc(Br)cc(S(=O)(=O)N3CCN(C(=O)c4ccco4)CC3)c21
  -1	109	0.1	0	.	25	1	-0.2	2	2
CCOC(=O)CC1C(=O)NCCN1Cc1cccc(OC)c1 (centres undefined)
  2	99	-1.2	0	-8	-4	1	-0.2	-2	-8
O=C1CC(N(C(=O)c2ccco2)c2ccc(F)cc2)C(=O)N1c1ccc(F)cc1 (centres undefined)
  -1	106	0.5	-10	.	21	3	-0.5	2	-2
O=C(O/N=C1/CCCc2occc21)c1ccc(F)cc1
  -1	92	1.3	-3	-2	5	6	-1.4	-1	6
CCCC1(CCC)NC(=O)N(CC(=O)N2CCc3ccccc32)C1=O
  -2	.	1.2	-6	-6	20	5	-1.3	-2	-4
COc1ccccc1-c1cc(C(=O)N2CCN(S(=O)(=O)c3ccc(C)cc3)CC2)[nH]n1
  0	110	0.7	9	0	-7	3	-0.6	-2	6
COc1ccc(C(=O)/C=C/c2cc(OC)c(O)c(OC)c2)c(F)c1
  4	103	-1.3	8	-11	5	7	-1.4	-5	3
